GSIS activator = GLuc luminescence reporter in INS-1E cells, primary screen for activators of glucose-dependent secretion of insulin; AID 743287; 0.61% of 370,000 active; INS-1E GLuc reporter insulin secretion, 2-3 h; activation, % at 16.6 µM;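 active means lowest replicate activation of at least 40%, so every replicate reaches that level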;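 further: 0% = median of neutral control wells and 100% = median of IBMX positive control wells; some compounds called inactive have numbers as strong as hits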
FN deposit inh = fibronectin deposition inhibition; AH1F fibroblasts, Alexa488-fibronectin deposition fluorescence, overnight; inhibition, % at 12.6 µM; 0.086% of 350,000 active;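 active means mean inhibition across replicates of 30% or more, regardless of how many single replicates reach that level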;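 further: positive control wells lacked labelled fibronectin entirely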
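Material: AH1F fibroblast monolayer depositing Alexa488-labelled fibronectin into matrix | Input: 10000 AH1F cells/well | Medium: DMEM plus 2% serum, read in PBS | Reagent: Alexa488-fibronectin, 24 nM final in well | Compound dosing: One dose per compound, pinned | Schedule: 1 h adhesion, overnight exposure | Measured by: Fluorescence at 485 nm excitation, 525 nm emission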
PGC1a acetyl inh = PGC1a acetylation modulation, inhibitor mode; U2OS PGC1a acetylation, AlphaScreen anti-acetyl-lysine; with virally co-expressed GCN5 acetyltransferase; inhibition, % at 15.6 µM; 0.17% of 350,000 active;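 active means every replicate shows inhibition of at least 40%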;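 further: 0% = neutral control wells and 100% = positive control wells; some results beyond the cut were filed as inactive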
PglD DTNB = PglD (C. jejuni) enzyme inhibition; 0.098% of 360,000 active; purified PglD enzyme, DTNB colorimetric CoA detection; inhibition, % at 12.5 µM; in the data active means inhibition above about 16%, passing the limit was not always enough; further: strong numbers were not always called active
miR-122 sensor = miR-122 inhibition in Huh7 cells; Huh7 miR-122 Renilla luciferase sensor, 48 h; neutral wells = 0, positive control = 100; activation (reporter increase), % at 12.5 µM; 0.3% of 340,000 active; AID 602342;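 active means mean replicate activation score at least 90 and every replicate individually at or above 90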;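 further: higher luciferase means less miR-122 activity so hits act as miR-122 inhibitors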
Cneo AK release = causes C. neoformans cell lysis; adenylate kinase release luminescence, 4 h; normalised: neutral wells 0, clomiphene wells 100; lysis activity, % at 15 µM; 0.2% of 360,000 active;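 active means mean lysis activity across replicates of at least 80%, whatever share of replicates individually reach that level; inactive means mean lysis activity below 80%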
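Assay system: C. neoformans cells. Amount: yeast cell density of 5 × 10^6 cells/mL. Technique: AK luminescence. Buffer or medium: YPD. Times: static 4 h at 37 °C with compound, 1 h detection. Dosing: single-point compound dose. Read-out: lysis from increased AK signal.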
Statin myotox sup = suppressors of simvastatin-induced myotoxicity in C2C12 myotubes; ATP luminescence, 48 h; scaled: DMSO 0, geranylgeraniol control 100; 0.78% of 330,000 active; AID 602340; rescue of ATP level, % at 7.49 µM;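 active means mean ATP rescue above about 67%, or every replicate alone reaching that limit, limit read from the data, passing the limit was not always enough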;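 further: myotubes were challenged with 10 µM simvastatin during compound exposure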
F508del corr = correctors of CFTR F508del function in bronchial epithelial cells; 0.36% of 350,000 active; AID 720511; activity (quench increase), % at 7.58 µM; CFBE cells, YFP halide quenching; stimulated with forskolin plus potentiator P3; % fluorescence drop versus neutral controls;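 active means mean added fluorescence quench of at least 8% versus neutral control, with both replicates also reaching 8%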;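 further: cells transiently co-express mutant CFTR-F508del with the halide-sensitive YFP; corrector assay measuring rescue of mutant channel to the surface after 24 h compound exposure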
An asterisk follows results filed as active; nt = no result given; [ ] = another dose, or the depositor's remark.

Results follow in this order: GSIS activator	FN deposit inh	PGC1a acetyl inh	PglD DTNB	miR-122 sensor	Cneo AK release	Statin myotox sup	F508del corr
1. O=C(Nc1ccccc1Cl)c1cc(S(=O)(=O)N2CCCCC2)ccc1N1CCOCC1
 : nt	3	0	1	1	0	8	nt
2. CC(CCN1C(Nc2ccccc2)=NC[C@@H]1Cc1ccccc1)c1ccccc1 (stereo partly drawn)
 : -28	-4	-14	6	0	0	nt	3.5
3. O=[N+]([O-])C(=C1Nc2ccccc2N1)/C(Cl)=C(/Cl)Br
 : 20	5	-14	2	2	0	2	nt
4. Cc1onc(-c2ccccc2Cl)c1C(=O)Nc1cnn(Cc2ccccc2)c1
 : -38	-8	-3	nt	-1	0	38	2.0
5. Cc1cccc(N2CCN(C(=O)CNC(=O)C3CCCCC3)CC2)c1C
 : 16	-2	12	4	-1	-1	5	-1.4
6. COc1ccc(Nc2ccc(N3C(=O)CC(C)C3=O)cc2[N+](=O)[O-])cn1 (stereo not drawn)
 : 7	-4	-1	nt	nt	nt	nt	-0.7
7. Cc1cc(C)c(-c2cc(NC(=O)CSc3n[nH]c(N)n3)n(-c3ccccc3)n2)cc1C
 : nt	nt	3	2	17	-1	2	nt
8. Cc1ccc(NC(=O)COC(=O)/C=C/c2cccs2)c(C)c1
 : 23	0	nt	nt	-2	nt	-9	nt
9. CCOC(=O)C1(Cc2cccc(Cl)c2)CCCN(C2CCN(C(C)=O)CC2)C1 (stereo not drawn)
 : nt	6	1	0	nt	1	nt	-2.2
10. O=C(CCNS(=O)(=O)c1ccc2ccccc2c1)NCCOc1ccccc1
 : -20	-2	nt	nt	9	nt	-4	2.0
11. O=C(Nc1ccccc1C(=O)O)c1cc(S(=O)(=O)N2CCCCC2)c(Cl)cc1Cl
 : 20	-15	nt	-3	-2	0	18	2.2
12. CCOC(=O)c1c(C)[nH]c(C(=O)NCCc2ccc(OC)c(OC)c2)c1C
 : 1	1	nt	-2	nt	-10	5	1.7
13. CN(C)C(=O)C[C@@H]1CC[C@H]2[C@@H](COC[C@H](O)CN2CC2CCOCC2)O1
 : -1	-2	4	4	-6[16.7 µM]	2	-3	-3.0
14. CN1CCN(C(CNC(=O)C(=O)NC2CCCC2)c2ccc(F)cc2)CC1 (stereo not drawn)
 : 18	-1	nt	3	-1	0	-1	-1.6
15. Cc1ccc(N2CCN(c3cc(C)nc4nc(C)nn34)CC2)c(C)c1
 : -14	-2	-9	-2	-3	-5	9	-2.9

Ordered by molecular weight (highest first): part of the list above.
Results follow in this order: GSIS activator	FN deposit inh	PGC1a acetyl inh	PglD DTNB	miR-122 sensor	Cneo AK release	Statin myotox sup	F508del corr
10. O=C(CCNS(=O)(=O)c1ccc2ccccc2c1)NCCOc1ccccc1
 : -20	-2	nt	nt	9	nt	-4	2.0
14. CN1CCN(C(CNC(=O)C(=O)NC2CCCC2)c2ccc(F)cc2)CC1 (stereo not drawn)
 : 18	-1	nt	3	-1	0	-1	-1.6
5. Cc1cccc(N2CCN(C(=O)CNC(=O)C3CCCCC3)CC2)c1C
 : 16	-2	12	4	-1	-1	5	-1.4

(listing goes on)
Results follow in this order: GSIS activator	FN deposit inh	PGC1a acetyl inh	PglD DTNB	miR-122 sensor	Cneo AK release	Statin myotox sup	F508del corr
16. CCC(C(=O)NCCc1ccc(C)cc1)n1nc(C)c2c(C)n(-c3ccccc3)nc2c1=O (stereo not drawn)
 : -26	-1	0	1	-3	4	-9	-0.3
17. CCC1=NN2C(=N)/C(=C\c3ccc(OCCOc4ccc(NC(C)=O)cc4)c(OC)c3)C(=O)N=C2S1
 : 3	nt	-1	-3	-6	14	-5	3.0
18. CCS(=O)(=O)Nc1ccc2c(c1)C(=O)N(C)C[C@@H](OC)[C@H](C)CN[C@H](C)CO2
 : 9	-2	nt	-2	1[16.7 µM]	5	1	nt
19. CC(C)[C@@H](C)NC(=O)N(C)C[C@@H]1OCc2ccccc2-c2ccccc2C(=O)N([C@@H](C)CO)C[C@@H]1C
 : -1	-5	-3	-3	nt	-4	nt	-2.0
20. CCCCn1c(N)c(N(CC(C)C)C(=O)C2=NN(c3ccccc3)C(=O)CC2)c(=O)[nH]c1=O
 : -3	12	0	-1	-1	0	1	-1.5
21. O=C(Nc1ccccc1N1CCOCC1)c1cc(Cl)c2c(c1)OCO2
 : 1	-3	-4	5	3	1	-5	-1.4
22. C[C@@H]1CCCCO[C@@H](CN(C)C(=O)CCC(F)(F)F)[C@@H](C)CN([C@@H](C)CO)C(=O)c2cc(NS(C)(=O)=O)ccc2O1
 : 12	nt	-1	1	10[16.7 µM]	-5	-2	-1.3
23. Cc1ccc(N2C(=O)NC(C(F)(F)F)(C(F)(F)F)C3=C2CC(C)(C)CC3=O)cc1
 : 28	5	2	3	3	4	nt	2.4
24. Cc1cccc(NC(=O)Nc2cc(C)cc(C)n2)c1
 : -5	-2	-18	3	-3	0	-7	-0.3
25. COc1cc(/C=N\Nc2nncn2N)ccc1OC(C)=O
 : -5	-7	30	0	5	-13	4	0.9
26. COc1ccc(CC(N)c2csc(NC(=O)c3cccc(OC(F)(F)F)c3)n2)cc1 (stereo not drawn)
 : -58	8	nt	-1	-13	2	-27	1.8
27. Cc1nc2sccn2c(=O)c1S(=O)(=O)NC(C)c1ccccc1 (stereo not drawn)
 : nt	4	11	-3	0	-1	-5	1.0
28. COc1ccc(NC(=O)C2CCC(CNC(=O)[C@@H]3Cc4ccccc4CN3)CC2)cc1 (stereo partly drawn)
 : 0	5	1	-2	-8	-2	13	1.0
29. Cc1ccc(S(=O)(=O)N2CCOCC2)cc1C(=O)NC1CCCCCC1
 : -3	4	nt	3	-3	0	4	0.8
30. COc1ccc(OC)c(C2=NOC(C(=O)Nc3cc(C)on3)C2)c1 (stereo not drawn)
 : 1	0	-5	0	-18	-1	13	0.7
31. O=C(c1ccc(CS(=O)(=O)c2c(Cl)cccc2Cl)o1)N1CCCC1
 : 3	2	-1	-6	-2	-1	-1	0.6
32. C[C@H]1CN([C@@H](C)CO)C(=O)c2c(c3ccccc3n2C)-c2ccccc2CO[C@H]1CN(C)S(=O)(=O)c1ccc(Cl)cc1
 : 2	0	2	1	nt	-1	40	-3.9
33. CCC1OC23CCCCC2C(C#N)(C(=N)O3)C1(C#N)C#N (stereo not drawn)
 : nt	nt	-14	-6	6	0	-3	nt
34. COc1ccc(OC)c(C(=O)COC(=O)c2ccccc2O)c1
 : nt	1	-3	-2	4	3	6	nt
35. COc1cccc(NC(=O)COC(=O)c2c(F)cccc2F)c1
 : 19	3	nt	-1	0	4	nt	nt
36. O=C(C[C@H]1C[C@H]2c3cc(NC(=O)NC4CCCC4)ccc3O[C@H]2[C@@H](CO)O1)NCCN1CCCCC1
 : 5	13	-1	2	-4[16.7 µM]	2	-1	4.1
37. COCc1ccc(C(=O)Nc2cccc(S(=O)(=O)N(C)c3ccccc3)c2)cc1
 : -29	5	10	nt	-8	nt	-4	-18
38. Cc1ccc2c(C)nc(Nc3nc(CSc4nc5ccccc5[nH]4)cc(=O)[nH]3)nc2c1
 : -3	nt	3	1	nt	-2	-317	2.8
39. Cc1ccc(S(=O)(=O)N[C@@H]2CC[C@@H](CCNC(=O)c3ccccc3F)O[C@@H]2CO)cc1
 : 11	nt	1	-1	-4[16.7 µM]	17	7	-1.5
40. O=C(N/N=C/c1ccccc1)C(O)c1ccccc1 (stereo not drawn)
 : 25	-5	2	-2	11	-2	5	-7.4
41. O=C(CSc1ccccc1)N1CCN(c2ccccn2)CC1
 : 3	-3	-15	nt	1	nt	6	1.6
42. S=C1SCN(Cc2ccco2)CN1Cc1ccco1
 : -7	-5	-4	4	-3	4	16	nt
43. O=C(NCC(=O)N(c1ccccc1F)C(C(=O)NCC1CCCO1)c1ccccc1)c1ccco1 (stereo not drawn)
 : 20	-10	nt	0	14	1	nt	nt
44. Cc1ccc(S(=O)(=O)N(C)CC(=O)Nc2ccccc2N2CCCC2)cc1
 : -43	0	-11	2	-9	10	4	2.8
45. COc1ccccc1NS(=O)(=O)c1cccc(C(=O)NNC(=O)C(C)NC(=O)c2ccco2)c1 (stereo not drawn)
 : -4	1	3	-3	-11	2	3	-0.6
46. COc1ncccc1-c1nnn(-c2ccc(Cl)nc2)n1
 : 1	0	nt	7	nt	14	8	2.7
47. COc1ccc(C(=O)NCc2nnc(SCC(=O)Nc3nc4ccccc4s3)o2)cc1
 : 11	-2	1	1	-5	nt	nt	nt
48. O=C(c1ccncc1)N1CCN(S(=O)(=O)c2cccc(C(F)(F)F)c2)CC1
 : nt	0	nt	3	nt	-2	-9	-4.6
49. CC(C)NC(=O)Nc1ccc2c(c1)C(=O)N([C@H](C)CO)C[C@H](C)[C@H](CN(C)S(=O)(=O)c1ccc(Cl)cc1)OCCCC[C@@H](C)O2
 : -4	-12	-7	-2	7[16.7 µM]	0	nt	4.6
50. COc1ccc2c(c1)NC(c1ccc(N(C)C)cc1)c1cccn1-2 (stereo not drawn)
 : nt	-16	3	11	5	7	nt	-1.9
51. Cc1ccc(C(=O)COc2ccc3ccc(=O)oc3c2)cc1
 : 20	7	2	nt	nt	nt	nt	-1.1
52. O=C(Cc1cccs1)Nc1nc(-c2ccc(F)c(F)c2)cs1
 : 9	-3	nt	-2	nt	3	-38	-3.5
53. O=C(C[C@H]1C[C@@H]2c3cc(NS(=O)(=O)c4ccccc4)ccc3O[C@@H]2[C@H](CO)O1)NC1CCCCC1
 : -12	7	0	0	7[16.7 µM]	41	2	0.4
54. CO[C@@H]1CN(C)C(=O)c2ccc(NC(=O)C3CCCC3)cc2OC[C@@H](C)N(C(=O)CC2CC2)C[C@@H]1C
 : 12	15	-9	0	nt	1	13	2.3
55. O=C(NCc1ccc(F)c(F)c1)C1Cc2c(-c3ccc4c(c3)OCO4)ccnc2O1 (stereo not drawn)
 : -22	3	0	0	2	9	-32	-0.9
56. CCOc1ccc(CN2C(=O)c3ccccc3C2=O)cc1C(=O)N1CCC(C(N)=O)CC1
 : -6	0	-4	-3	2	-2	-1	-4.9
57. CC(C)NC(=O)NCC[C@@H]1CC[C@H](NS(=O)(=O)c2ccc(-c3ccccc3)cc2)[C@@H](CO)O1
 : 14	nt	-65	-2	nt	-2	10	1.3
58. C/C(=N\N1C(C)CCCC1C)c1ccccc1O (stereo not drawn)
 : nt	-4	10	-4	-1	5	2	-4.9
59. O=C(/C=C/c1ccc(F)cc1)N1CC[C@@]2(O)CCCC[C@H]2C1
 : -5	3	3	2	-4	1	nt	1.5
60. Cc1ccccc1N(CC(=O)NCCSCc1ccccc1)S(C)(=O)=O
 : -22	-11	7	1	2	-1	4	-0.6

Copied from the list:
no. 30 – Statin myotox sup: 13
no. 32 – PGC1a acetyl inh: 2
no. 13 – Cneo AK release: 2

Screening data (PubChem BioAssay)
